MsrA inhibitor: inhibits bovine methionine sulfoxide reductase A. purified bovine MsrA, absorbance read-out. inhibition, % at 15.5 µM. 360,000 compounds, 0.75% hits; in the data active means inhibition above about 4.5%;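 further: 0% = vehicle wells with enzyme and 100% = reference inhibitor wells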
SUMO1 PPI mod: alters human SUMO1 binding to SIM partners; P63165; SUMO1 binding to a labelled peptide, TR-FRET, 1 h; inhibition, % at 20 µM; 360,000 compounds, 0.33% hits; in the data active means inhibition above about 37%
Target sequence (P63165 whole entry, looked up): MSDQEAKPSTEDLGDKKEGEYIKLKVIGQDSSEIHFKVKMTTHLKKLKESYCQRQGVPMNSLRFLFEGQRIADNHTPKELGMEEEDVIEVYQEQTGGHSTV
STEP block: STEP (human) phosphatase inhibition. inhibition, % at 20 µM. AID 588621. 360,000 compounds, 0.25% hits. P54829. recombinant STEP, OMFP fluorogenic substrate, fluorescence;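 active means inhibition at 20 µM, scaled per plate between control wells, above about 37%, limit read from the data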;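 further: 0% = DMSO with enzyme and substrate and 100% = substrate only without enzyme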
Target sequence (P54829 whole entry, looked up): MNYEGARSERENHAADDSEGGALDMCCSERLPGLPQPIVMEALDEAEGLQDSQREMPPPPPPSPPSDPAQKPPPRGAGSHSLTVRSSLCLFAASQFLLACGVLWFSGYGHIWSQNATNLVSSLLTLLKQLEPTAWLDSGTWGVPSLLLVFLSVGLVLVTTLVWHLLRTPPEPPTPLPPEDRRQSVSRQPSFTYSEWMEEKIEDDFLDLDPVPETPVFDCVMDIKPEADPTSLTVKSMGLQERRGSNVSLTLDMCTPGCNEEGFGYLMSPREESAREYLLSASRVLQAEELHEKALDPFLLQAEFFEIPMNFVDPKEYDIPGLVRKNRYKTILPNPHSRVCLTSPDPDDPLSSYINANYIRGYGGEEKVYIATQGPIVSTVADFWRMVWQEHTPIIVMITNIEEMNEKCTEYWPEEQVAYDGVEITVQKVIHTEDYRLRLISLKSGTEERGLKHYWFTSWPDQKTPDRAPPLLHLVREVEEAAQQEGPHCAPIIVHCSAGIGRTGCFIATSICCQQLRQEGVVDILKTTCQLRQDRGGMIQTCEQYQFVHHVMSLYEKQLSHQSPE
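Test system: STEP tyrosine phosphatase / Reagent: OMFP at 25 µM / Doses: 20 µM, 1% DMSO / Read-out: percent inhibition scaled to no-enzyme and uninhibited-enzyme controls, plate-pattern corrected / Detection: FITC-channel fluorescence of OMFP product / Medium: Bis-Tris buffer pH 6.0, 2.5 mM DTT, 0.005% Tween 20 / Schedule: 20 min at room temperature, dark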
CSN inh: inhibitors of human CSN-mediated cullin deneddylation. Purified CSN, SCF-Nedd8-OG deneddylation, fluorescence polarization. inhibition, % at 12.5 µM. 360,000 compounds, 0.38% hits. Q92905;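 active means pattern-corrected inhibition above about 35%, with an unprinted fluorescence ratio check between 0.5 and 1.5, limit read from the data, passing the limit was not always enough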;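 further: 0% = enzyme with substrate and 100% = substrate without enzyme; some results filed as inactive read as strong as hits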
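Assay system: Purified human Csn5 enzyme expressed in HEK293T cells | Amount: Enzyme 0.24 nM | Measured by: Fluorescence polarization readout | Medium: Tris/NaCl/DTT buffer, pH 7.5 | Compound dosing: One concentration, 12.5 µM, 0.25% DMSO | Times: 90 min incubation of compound, enzyme and substrate at room temperature | Control set: no-enzyme wells high, enzyme-with-substrate wells low | Read-out: % inhibition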
TbMetRS inhib: blocks T. brucei methionyl-tRNA synthetase activity; 360,000 compounds, 0.4% hits; purified T. brucei MetRS, ATP depletion, Kinase-Glo luminescence; inhibition, % at 11.9 µM;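 active means inhibition above a per-plate cutoff of the control wells' mean inhibition plus 3 SD, cut at about 5.5% in these data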;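 further: 0% = DMSO wells median and 100% = median of wells with control inhibitor compound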
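assay system = parasite MetRS enzyme | timing = 15 min preincubation, 2 h reaction, all 25 °C | evaluation = percent inhibition relative to median high and low control wells | medium = HEPES buffer containing pyrophosphatase, BSA, spermine, DTT | compound = single dose, 11.9 µM final nominal, 0.9% final DMSO | detection = Kinase-Glo luminescence, ATP depletion format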
Rpn11 block: inhibitors of human proteasome Rpn11. O00487. human 26S proteasome, Ub4-pepOG fluorescence polarization; 20S core pre-blocked with epoxomicin. calls only at 20 µM. 360,000 compounds, 0.59% hits. AID 588493;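 active means inhibition at 20 µM, scaled to each plate's controls, above about 33%, limit read from the data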
LMPTP block: blocks human LMPTP phosphatase. inhibition, % at 20 µM. P24666. 360,000 compounds, 0.22% hits. recombinant LMPTP-A, OMFP fluorogenic substrate, fluorescence intensity;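 active means compounds that cut the enzyme signal by at least half of the control window in the single-dose screen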;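 further: plate controls were DMSO wells with enzyme plus substrate for no effect and substrate without enzyme for full effect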
Target sequence (P24666 whole entry, looked up): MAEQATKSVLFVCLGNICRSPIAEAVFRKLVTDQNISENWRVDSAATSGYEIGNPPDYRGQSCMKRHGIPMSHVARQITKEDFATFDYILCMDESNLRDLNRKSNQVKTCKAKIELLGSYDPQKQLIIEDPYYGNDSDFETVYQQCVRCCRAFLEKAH
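Test system: LMPTP-A, protein tyrosine phosphatase of low molecular weight; Input: 0.625 nM enzyme; Incubation: 50 min dark incubation at room temperature; Signal: endpoint fluorescence intensity from OMFP dephosphorylation; Read-out basis: % inhibition versus control wells.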
NadD block: inhibitors of Staphylococcus aureus NadD; inhibition, % at 20 µM; 360,000 compounds, 0.78% hits; purified NadD enzyme, colorimetric absorbance read-out; in the data active means inhibition above about 26%; further: some compounds past the cut are filed as inactive
Scp-1 inhibitor: Scp-1 (human) phosphatase inhibition. inhibition, % at 20 µM. 340,000 compounds, 0.88% hits. Recombinant Scp1, phosphopeptide, malachite green phosphate absorbance. Q9GZU7;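 active means inhibition above about 50% at 20 µM, limit read from the data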;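 further: plate controls were DMSO wells with enzyme for no effect and wells lacking enzyme for full effect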
Target sequence (Q9GZU7 76-261 limits assumed): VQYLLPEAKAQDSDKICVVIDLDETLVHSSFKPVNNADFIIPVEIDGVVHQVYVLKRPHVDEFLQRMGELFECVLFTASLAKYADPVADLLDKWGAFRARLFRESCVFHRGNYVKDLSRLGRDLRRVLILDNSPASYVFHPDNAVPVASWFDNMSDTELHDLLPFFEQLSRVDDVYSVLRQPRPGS
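System: truncated SCP-1 phosphatase (76-261aa); medium: Tris acetate buffer pH 5.5 with MgCl2 and Tween-20; incubation: 45 min room-temperature reaction, 5 min colour, 30 min stabiliser; compound: single 20 µM dose, 1% DMSO; reagent: Phosphorylated 17-residue peptide substrate; read-out: % inhibition at 20 µM; technique: colorimetric free-phosphate detection, absorbance 630 nm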
DNMT1 block: DNMT1 (human) enzyme inhibition. AID 588458. P26358. DNMT1 molecular beacon, Hinp1I cleavage, fluorescence. inhibition (reported as % activation of signal), % at 10 µM. 360,000 compounds, 0.83% hits; in the data active means inhibition above about 50%
* hit, by the source's call; i = inactive; / = not tested or not shown; + = active, no number.

SMILES	MsrA inhibitor	SUMO1 PPI mod	STEP block	CSN inh	TbMetRS inhib	Rpn11 block	LMPTP block	NadD block	Scp-1 inhibitor	DNMT1 block
CCCCn1c(=N)n(CC(O)COc2cccc(C)c2)c2ccccc21 (centres undefined)	0.9	2.8	-1.3	4.5	-0.9	i	1.6	-1.4	-7.3	3.4
O=C(COC(=O)/C=C/c1cccc(F)c1)Nc1ccccc1	1.1	-2.8	-0.4	4.2	0.3	i	0.9	-1.9	-2.7	-4.0
O=C(c1ccc(Cl)c(Cl)c1)N1CCC(O)(CN2CCOCC2)CC1	-1.3	-2.7	-2.6	-4.5	-0.2	i	0.2	-0.8	-1.4	-1.3
O=C(c1cc(F)c(F)cc1Cl)N1CCCCC1	0.4	0.7	4.0	-5.6	-1.5	i	0.2	-2.2	-3.1	-2.7
CC(=O)Oc1cccc(C(=O)Nc2ccc(NC(=O)c3cccs3)cc2)c1	2.7	3.3	-0.7	1.9	-0.5	i	1.1	-8.4	4.6	2.6
O=[N+]([O-])c1cccc(-c2noc(COc3ccccc3)n2)c1	0.0	-13.9	1.9	-17.2	-0.4	i	0.5	5.3	-7.3	0.5
O=C(CN1C2CCCC1CC(NC(=O)C1CCCCC1)C2)Nc1ccccc1C(F)(F)F (centres undefined)	0.4	4.8	2.6	1.5	-0.1	i	-0.9	-6.5	-4.7	-0.8
CN1CCN(C(CNS(=O)(=O)c2cccs2)c2cccnc2)CC1 (centres undefined)	-0.6	-5.2	3.1	-6.1	-1.0	i	-6.0	-1.9	-1.2	0.6
COc1ccc(N(C(=O)c2ccco2)C(C(=O)NC2CCCC2)c2ccccc2)cc1 (centres undefined)	-1.1	3.4	4.4	3.1	-0.4	i	-0.7	-8.0	-2.8	1.2
O=C(OCC(=O)c1c[nH]c2ccccc12)c1ccc(F)c(S(=O)(=O)N2CCOCC2)c1	-1.4	0.6	0.4	1.8	0.4	i	1.8	2.3	/	-6.0
O=C(CSc1nnc(NC(=O)c2ccc(F)cc2)s1)NCc1ccco1	1.5	10.2	3.6	3.4	-0.4	i	-1.1	0.6	4.8	9.5
CN1CCN(/N=C/c2ccc(N(C)c3ccccc3)cc2)CC1	2.4	-1.1	-0.6	-3.0	0.1	i	-0.7	-3.2	-2.3	-1.2
CC(C)CC1C(=O)N(Cc2cn(CCC3OCCCO3)nn2)CCS(=O)(=O)N1Cc1ccc(-c2ccc(Cl)nc2)cc1 (centres undefined)	0.6	6.4	-0.9	3.1	-1.9	i	0.6	-7.5	/	-6.3
O=C(Cc1ccc(Cl)c(Cl)c1)Nc1cccnc1	-0.5	1.6	-0.2	0.0	0.1	i	-0.4	0.4	-7.1	-2.2
CC(OC(=O)CN1C(=O)NC2(CCCC2)C1=O)C(=O)c1ccc(C(C)(C)C)cc1 (centres undefined)	0.1	23.4	2.1	-0.4	-0.3	i	-0.4	-5.3	-7.6	-2.4
O=C(c1ccccc1-c1ccccc1)N1CCN(c2ccccn2)CC1	-0.1	0.1	2.7	-0.5	-0.8	i	0.6	-4.4	5.5	0.0
Cc1ccc(C(=O)N2CCCC2(C)C(=O)NCC(C)C)cc1F (centres undefined)	1.6	-0.5	-2.0	0.7	0.2	i	-1.8	2.8	/	6.8
O=C(NCc1ccccc1)C(c1ccccc1)N(C(=O)c1csnn1)C1CC1 (centres undefined)	1.1	-2.3	0.9	-1.7	-1.6	i	0.4	-4.4	5.4	-1.6
COc1cc(C(=O)NCCc2cn3ccc(C)cc3n2)cc(OC)c1OC	-0.5	1.1	-1.2	0.9	-1.2	i	-0.9	-4.7	-4.8	5.5
O=C(NC(Cc1ccccc1)C(=O)O)/C(=C/c1cccc(Br)c1)NC(=O)c1ccco1 (centres undefined)	-0.1	3.7	-0.9	0.8	0.3	i	-0.1	-3.1	-7.1	-0.3
COc1cccc(CNc2ccc(F)c(Cl)c2)c1OC	2.1	0.2	-2.0	1.2	-0.2	i	1.7	5.7	-3.0	-1.1
CC1CC(C)CN(S(=O)(=O)c2cccc(C(=O)N3CCN(c4ccc(F)cc4)CC3)c2)C1 (centres undefined)	-0.9	3.2	4.5	-1.6	-0.2	i	3.0	-1.9	4.7	-0.7
C/C(=C\C(=O)c1ccccc1)Nc1ccc(O)cc1	1.7	13.1	-2.6	-6.4	0.7	i	19.3	7.2	-14.3	-12.4
CNc1cnc(-c2cc(OC)c(OC)c(OC)c2)cn1	2.5	-8.9	-0.5	1.9	-0.1	i	0.7	0.2	/	1.3
CCc1nc2ccc(C(=O)NCCNC(C)=O)cn2c1N(C)CCCc1ccccc1	0.7	3.9	-1.4	1.9	-0.3	i	-5.2	-2.5	/	-3.6

Compound profiles (already shown):
Listed for O=C(COC(=O)/C=C/c1cccc(F)c1)Nc1ccccc1 : MsrA inhibitor = 1.1; SUMO1 PPI mod = -2.8; STEP block = -0.4; CSN inh = 4.2; TbMetRS inhib = 0.3; Rpn11 block = i; LMPTP block = 0.9; NadD block = -1.9; Scp-1 inhibitor = -2.7; DNMT1 block = -4.0
Listed for O=C(NCc1ccccc1)C(c1ccccc1)N(C(=O)c1csnn1)C1CC1 (centres undefined) : MsrA inhibitor = 1.1; SUMO1 PPI mod = -2.3; STEP block = 0.9; CSN inh = -1.7; TbMetRS inhib = -1.6; Rpn11 block = i; LMPTP block = 0.4; NadD block = -4.4; Scp-1 inhibitor = 5.4; DNMT1 block = -1.6

Continued:
SMILES	MsrA inhibitor	SUMO1 PPI mod	STEP block	CSN inh	TbMetRS inhib	Rpn11 block	LMPTP block	NadD block	Scp-1 inhibitor	DNMT1 block
O=C(NCc1ccco1)c1ccccc1NS(=O)(=O)c1ccc2c(c1)OCCO2	-0.2	9.4	3.5	-3.8	-1.0	i	-1.8	-7.3	-10.7	-6.9
CCCCNC(=O)COC(=O)CNC(=O)c1cc(Cl)cc([N+](=O)[O-])c1	-1.1	-26.1	1.2	-1.7	0.4	i	0.3	-5.7	-10.4	-3.1
O=C(Nc1c(F)cc(F)cc1Br)c1cc(S(=O)(=O)N2CCN(c3ccccn3)CC2)ccc1F	0.2	-1.1	-3.8	8.9	-0.7	i	1.7	3.6	19.4	-1.4
Cc1ccccc1N1CC(O)(c2cccs2)[N+]2=C1CCCC2 (centres undefined)	-1.2	-1.5	0.1	-15.1	-0.1	i	-0.3	-3.0	-1.0	2.4
COc1ccccc1OCC(=O)N1CCCC(Nc2ccc(F)c(F)c2)C1 (centres undefined)	-0.9	0.9	0.7	-3.8	0.0	i	-1.2	3.3	-6.0	0.2
C=CCNC(=S)NNC(=O)c1cccnc1	1.7	2.5	1.9	0.9	-0.3	i	-0.8	-1.4	-4.2	-2.3
Cc1cc(C)c(N2C(=O)C3C4CC(=O)C(c5ccccc54)C3C2=O)c(C)c1 (centres undefined)	0.2	-3.3	3.4	5.1	-0.1	i	0.1	-1.0	-4.1	0.9
O=C(N/N=C/c1cccc([N+](=O)[O-])c1)C1COc2ccccc2O1 (centres undefined)	1.0	-24.1	-0.1	2.2	0.5	i	0.7	0.2	-3.2	2.2
COC(=O)c1ccc(NC(=O)C2C3CCC(C3)C2C(=O)O)cc1 (centres undefined)	0.4	-2.9	-2.0	-0.9	-0.7	i	-0.4	-4.2	4.8	4.0
O=C(CSc1nc2ccccc2c2c1CCCC2)N1CCOCC1	0.0	1.6	0.8	1.4	-0.3	i	0.4	0.4	0.7	0.6
O=C(Nc1cccc2nsnc12)c1ccc(-c2cccc(Cl)c2)o1	0.9	20.2	4.0	21.1	-0.1	+	2.3	45.3*	-3.3	-11.4
Cc1nn(-c2ccccc2)c2sc(-c3nnc(SCC(=O)O)o3)cc12	1.7	9.6	3.0	-0.3	-0.3	i	1.4	7.1	27.9	-3.0
Cc1cccc(N=Nc2c(N)n[nH]c2-c2ccc(Cl)cc2)c1	0.2	3.8	-4.5	3.0	0.4	i	2.9	-4.0	-1.1	-23.0
COc1ccc(NC(=O)CCC2CCCC2)cc1OC	-1.1	-1.6	-2.9	3.6	-0.3	i	0.4	-4.8	-4.7	1.0
CSc1ccc(-c2nc(CSCC(=O)NC3CC3)c(C)o2)cc1	0.6	-0.7	0.1	4.2	-0.7	i	-1.2	-4.1	4.0	1.1
Cc1cccc(C(=O)N/N=C/c2cc(Br)c(Br)o2)c1	1.4	-13.5	-4.5	-3.5	0.3	i	-1.7	2.6	18.6	3.2
COc1ccc(F)cc1CN1CCN(C(=O)CCC(=O)Nc2nnc(C(C)C)s2)CC1	-0.8	-4.5	-1.7	-0.3	-0.8	i	-1.4	0.4	-12.7	0.0
Cc1cc(=O)[nH]c2c(C)cc(S(=O)(=O)N3CCCCC3)cc12	2.4	7.3	-1.6	-1.3	-0.2	i	0.2	-2.0	-1.8	-0.4
CCCCCOc1ccc(C(=O)CCC(=O)NC(C)c2ccc(S(N)(=O)=O)cc2)cc1 (centres undefined)	0.8	9.9	1.2	1.4	0.3	i	0.7	-1.6	-3.8	74.9*
COc1ccc(-n2ccc(=O)c(C(=O)O)n2)cc1	-0.1	-2.2	-2.9	2.2	0.2	i	-0.9	-6.1	7.5	0.6
Cc1onc(C(=O)Nc2sc3c(c2C#N)CCCC3)c1[N+](=O)[O-]	3.0	-3.1	0.9	-2.5	0.4	i	0.5	1.3	-4.7	0.8
Cc1ccc(OCCC(=O)OC(C)C(=O)Nc2c(C)n(C)n(-c3ccccc3)c2=O)cc1 (centres undefined)	0.2	3.3	0.2	-1.8	-0.5	i	0.2	-5.6	3.9	0.8
Cc1ccc(NCc2ccc(Cl)nc2)c(NCc2ccc(Cl)nc2)c1	2.3	-0.7	1.5	-1.1	2.6	i	0.0	1.1	-5.3	-3.4
O=C(NCc1nnc(SCC(=O)N2CCc3ccccc32)o1)c1cccs1	1.1	2.0	-0.1	9.7	-1.1	i	-1.4	4.3	-4.6	-1.1
N#Cc1ccc(Oc2cccc(C(=O)O)c2)cc1C#N	-1.6	-1.2	-3.4	-6.2	0.2	i	-0.2	-2.0	-5.0	-0.2
O=C(OCc1nc2ccccc2[n+]([O-])c1C(=O)c1ccccc1)c1cccnc1	1.6	-23.6	5.9	-2.0	0.5	i	0.5	0.5	-3.8	-1.1
